CHT allo act: allosteric activators of human choline transporter CHT | Q9GZV3 | CHT-expressing cells, membrane potential dye, choline EC20; hits give high values; LV-AA mutant CHT in HEK293 cells | B-score at 10 µM | actives 0.49% (n = 310,000);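 active means initial fluorescence not abnormally high and integrated response B-score, plate-corrected, over 3 SD above library mean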
Target sequence (Q9GZV3 whole entry, looked up): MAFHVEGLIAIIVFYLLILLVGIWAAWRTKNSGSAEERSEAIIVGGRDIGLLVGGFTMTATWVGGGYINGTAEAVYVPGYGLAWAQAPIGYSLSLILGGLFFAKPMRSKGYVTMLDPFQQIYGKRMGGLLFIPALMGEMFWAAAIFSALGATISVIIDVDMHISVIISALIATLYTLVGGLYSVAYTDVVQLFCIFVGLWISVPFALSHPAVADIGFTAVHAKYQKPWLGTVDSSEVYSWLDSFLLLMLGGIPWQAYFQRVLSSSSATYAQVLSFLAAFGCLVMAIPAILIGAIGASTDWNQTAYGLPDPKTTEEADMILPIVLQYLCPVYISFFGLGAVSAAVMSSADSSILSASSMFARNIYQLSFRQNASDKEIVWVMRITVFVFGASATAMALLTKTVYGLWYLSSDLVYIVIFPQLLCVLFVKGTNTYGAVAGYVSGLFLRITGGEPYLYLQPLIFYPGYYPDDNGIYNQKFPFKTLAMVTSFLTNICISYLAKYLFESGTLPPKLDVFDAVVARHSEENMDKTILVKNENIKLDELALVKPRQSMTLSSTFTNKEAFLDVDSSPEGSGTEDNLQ
CHT block: inhibitors of human choline transporter CHT; Q9GZV3; CHT-expressing cells, membrane potential dye, choline response; hits give low values; B-score at 10 µM; actives 0.86% (n = 310,000);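 active means B-score over 3 SD under the library average, and starting fluorescence ratio not unusually high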;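 further: choline stimulus applied at its EC90 after an EC20 pre-addition; B-score computed on integrated fluorescence ratio after choline addition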
STK33 inh: inhibitors of human STK33 kinase; Q9BYT3; purified STK33, MBP phosphorylation, ADP-Glo luminescence; inhibition, % at 10 µM; actives 0.073% (n = 320,000);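 active means inhibition at or above 25%, using the most active replicate where run in duplicate; inactive means inhibition below 25%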
Target sequence (Q9BYT3 whole entry, looked up): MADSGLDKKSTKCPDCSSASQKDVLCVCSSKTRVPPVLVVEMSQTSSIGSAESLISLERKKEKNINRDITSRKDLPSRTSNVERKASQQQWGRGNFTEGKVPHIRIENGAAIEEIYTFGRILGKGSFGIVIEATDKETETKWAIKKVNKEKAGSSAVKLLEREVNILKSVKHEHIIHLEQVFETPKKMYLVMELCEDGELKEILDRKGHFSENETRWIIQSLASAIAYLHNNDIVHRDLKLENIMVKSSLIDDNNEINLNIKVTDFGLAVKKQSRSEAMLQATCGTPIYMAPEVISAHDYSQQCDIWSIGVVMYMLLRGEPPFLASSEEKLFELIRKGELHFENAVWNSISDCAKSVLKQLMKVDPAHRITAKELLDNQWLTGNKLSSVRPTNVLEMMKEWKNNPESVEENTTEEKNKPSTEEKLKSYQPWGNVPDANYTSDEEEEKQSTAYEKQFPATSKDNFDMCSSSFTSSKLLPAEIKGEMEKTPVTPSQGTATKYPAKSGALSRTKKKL
An asterisk follows results filed as active; i = inactive; nt = not tested or not shown. No enrichment for hits; about 1.5% have a hit in one of these screens.

Below each SMILES: STK33 inh	CHT allo act	CHT block
(1) CC(C)(C)c1ccc(S(=O)(=O)Nc2cccc(C3OCCCO3)c2)cc1
  -0.1	i	i
(2) CCn1nc(C)cc1C(=O)N1CCCC(C(=O)c2ccc3ccccc3c2)C1 (stereo not drawn)
  1.0	i	i
(3) CCOc1ccc(NS(=O)(=O)c2ccc(C(=O)N3CCN(c4ncccn4)CC3)cc2)cc1
  -1.9	i	i
(4) NS(=O)(=O)c1ccc(NC(=O)c2cc(Cl)ccc2Cl)cc1
  0.3	i	i
(5) CC(=O)Nc1nnc(CCS(=O)(=O)c2ccc(C)c(C)c2)s1
  1.9	i	i
(6) CCOC(=O)c1c(NC(=O)Cc2cccs2)sc(C(=O)NC2CCCC2)c1C
  0.0	i	i
(7) COc1ccc(N(CCC#N)C(=O)/C(C#N)=C\c2cccs2)cc1
  -2.0	i	i
(8) COc1cc(C(=O)NCC2CCCO2)ccc1OCc1ccccc1Cl (stereo not drawn)
  -0.7	i	i
(9) COC(=O)C1CCN(CC(=O)Nc2ccccc2Sc2ccccc2)CC1
  -1.7	i	i
(10) COc1cccc(S(=O)(=O)NCc2ccc(C(=O)Nc3ccc(C)cc3)cc2)c1
  -1.4	i	i
(11) O=C(NCc1ccc(Cl)cc1)C1CCN(c2nnc(N3CCCC3=O)s2)CC1
  0.9	i	i
(12) O=C(CN1C(=O)COc2ccc(S(=O)(=O)N3CCCCCC3)cc21)NCc1ccc(F)cc1
  -0.3	i	i
(13) Cn1c(NC(=O)c2ccc(F)cc2)c(-c2ccccn2)c(=O)c2ccccc21
  1.9	i	i
(14) CC(=O)c1ccc(NC(=S)NC(=O)/C=C/c2ccco2)cc1
  -0.4	i	i
(15) COc1ccc(CNC(=O)c2ccccc2[N+](=O)[O-])cc1
  -1.1	i	i
(16) COc1ccccc1-n1nc(C)cc1N
  -1.6	i	i
(17) Cc1c(C#N)c2ncn(Cc3ccccn3)c(=O)c2n1-c1ccccc1
  -0.1	i	i
(18) O=C(Oc1ccc(Br)cc1)C1CC(=O)N(c2ccc(F)cc2)C1 (stereo not drawn)
  -0.5	i	i
(19) COc1ccc2[nH]c(C)c(CN3CCCCC3)c(=O)c2c1
  -2.5	i	i
(20) CCCN(CCC)CC(=O)N1CC(=O)Nc2ccccc21
  1.9	i	i

By substructure: those above with four or more nitrogen atoms.
Below each SMILES: STK33 inh	CHT allo act	CHT block
(3) CCOc1ccc(NS(=O)(=O)c2ccc(C(=O)N3CCN(c4ncccn4)CC3)cc2)cc1
  -1.9	i	i
(11) O=C(NCc1ccc(Cl)cc1)C1CCN(c2nnc(N3CCCC3=O)s2)CC1
  0.9	i	i
(17) Cc1c(C#N)c2ncn(Cc3ccccn3)c(=O)c2n1-c1ccccc1
  -0.1	i	i

(more compounds)
Below each SMILES: STK33 inh	CHT allo act	CHT block
(21) CCOc1ccc(CC(=O)Nc2c(C(N)=O)oc3ccc(Br)cc23)cc1OCC
  -1.1	i	i
(22) Cn1c(SCC(=O)NCc2ccc3c(c2)OCO3)nnc1-c1cc2ccccc2cc1O
  -0.6	i	i
(23) CC(=O)N1CCN(c2ccc(NC(=O)c3ccc(C)c([N+](=O)[O-])c3)cc2)CC1
  -1.7	i	i
(24) Cc1ccc(C(=O)NCC(=O)OCC(=O)NCC(F)(F)F)cc1
  -0.3	i	i
(25) COc1ccccc1NC(=O)N1CCCC(c2nc3c(nnn3Cc3ccc(C)cc3)c(=O)[nH]2)C1 (stereo not drawn)
  nt	i	i
(26) Cc1ccc(CNCC2CCCO2)s1 (stereo not drawn)
  -2.1	i	i
(27) O=C(c1ccco1)N1CCN(C2CC(=O)N(c3ccc(C(F)(F)F)cc3)C2=O)CC1 (stereo not drawn)
  -1.1	i	i
(28) C=CCN(CC=C)CCOc1cccc2ccccc12
  -2.4	i	i
(29) CCn1c(C)nc2cc(C(=O)NNS(=O)(=O)c3ccc(C)cc3C)ccc21
  -3.0	i	i
(30) CCc1c(C)sc(NC(=O)CSc2nc3c(c(C(F)(F)F)n2)CCc2ccccc2-3)c1C#N
  -1.3	i	i
(31) CCOc1ccccc1C(=O)Nc1cc(OC)ccc1OC
  6.5	i	i
(32) CCOC(=O)Cc1nnc(NC(=O)C(CC)Sc2nc(C)cc(C)n2)s1 (stereo not drawn)
  -1.2	i	i
(33) O=[N+]([O-])c1ccccc1/C=N/NC1=NS(=O)(=O)c2ccccc21
  1.4	i	i
(34) COC(=O)c1ccccc1NC(=S)N(Cc1ccc2c(c1)OCO2)Cc1cc2cc(OC)ccc2[nH]c1=O
  1.6	i	i
(35) Cc1ccc(NC(=O)C(OC(=O)c2ccccc2Cl)c2ccccc2)cc1Cl (stereo not drawn)
  nt	i	i
(36) Cc1cccc(NC(=O)CN(C)S(=O)(=O)c2cnc[nH]2)c1
  -1.8	i	i
(37) CC(O)CN(C)CC/C=C1/c2ccccc2CSc2ccccc21 (stereo not drawn)
  -1.1	i	i
(38) CCOP(=O)(NC(c1ccccc1)c1nc2ccccc2[nH]c1=O)OCC (stereo not drawn)
  -1.9	i	i
(39) Cc1nn(C)c(Cl)c1CN1CCN(CC(C)C)C(CCO)C1 (stereo not drawn)
  -1.1	i	i
(40) Cc1sc(NC(=S)NC(=O)C2CCCCC2)c(C(N)=O)c1C
  nt	i	i

Gathered by group: the entries above containing a nitro group on carbon (three)
Below each SMILES: STK33 inh	CHT allo act	CHT block
(15) COc1ccc(CNC(=O)c2ccccc2[N+](=O)[O-])cc1
  -1.1	i	i
(23) CC(=O)N1CCN(c2ccc(NC(=O)c3ccc(C)c([N+](=O)[O-])c3)cc2)CC1
  -1.7	i	i
(33) O=[N+]([O-])c1ccccc1/C=N/NC1=NS(=O)(=O)c2ccccc21
  1.4	i	i

Continued:
Below each SMILES: STK33 inh	CHT allo act	CHT block
(41) Cc1nn(Cc2ccc(C(=O)NN)o2)c(C)c1Cl
  -0.8	i	i
(42) N/C(Cc1ccc([N+](=O)[O-])cc1)=N\OC(=O)COc1ccc2ccccc2c1
  -0.1	i	i
(43) CCS(=O)(=O)CCSc1nc(C)cc(C)n1
  0.8	i	i
(44) Cc1ccc(S(=O)(=O)N(C)c2ccc(OC(=O)CN3C(=O)NC4(CCCC4)C3=O)cc2)cc1
  -0.3	i	i
(45) COc1cc(CN2C(=S)NC(C)(C)CC2(C)O)cc(OC)c1 (stereo not drawn)
  -1.9	i	i
(46) Cc1ccc([N+](=O)[O-])cc1NC(=O)CN1CCCCC1
  -1.5	i	i
(47) O=C(Nc1ccc(Cl)cc1)N1CCC(CO)(Cc2ccccc2)CC1
  0.7	i	i
(48) COc1cccc(C2=NOC(C(=O)NCc3cccs3)C2)c1 (stereo not drawn)
  0.6	i	i
(49) CC(C)[C@H](NC(=O)OCc1ccccc1)C(=O)OCC(=O)Nc1c(F)cccc1F
  0.3	i	i
(50) CCCCNC(=O)N1CCc2ccccc2C1
  2.2	i	i
(51) O=S(=O)(Nc1ccccc1N1CCCCC1)c1cccs1
  -2.2	i	i
(52) COCCCNC(=O)C(=O)N/N=C/c1ccc(OCC(=O)Nc2cccc(Cl)c2C)c(OC)c1
  -2.8	i	i
(53) COc1ccc(C(=O)CSc2nnc(-c3cc4ccccc4cc3O)n2Cc2ccco2)cc1
  -1.1	i	i
(54) Cc1cc(/C=C(\C#N)C(=O)NC2CCCCCC2)c(C)[nH]1
  1.0	i	i
(55) COCCN(C(=O)c1snc(C(N)=O)c1N)C(C(=O)NC1CCCCC1)c1ccc(N(C)C)cc1 (stereo not drawn)
  1.2	i	i
(56) O=C(N/N=C\c1ccc[nH]1)c1cncc(Br)c1
  1.6	i	i
(57) N#Cc1nc(Cc2ccccc2)oc1N1CCC(Cc2ccccc2)CC1
  -1.7	i	i
(58) Cc1ccc(N2CC(=O)N(c3ccc(C)cc3)CC2=O)cc1
  -0.9	i	i
(59) Cc1ccc(C(=O)NCC(=O)OCC(=O)Nc2ccc(Cl)cc2C(F)(F)F)cc1C
  nt	i	i
(60) CCCCn1c(CNC(=O)C23CC4CC(CC(C4)C2)C3)nnc1SCC(=O)Nc1nnc(C)s1
  0.3	i	i
(61) COc1cc(NC(=O)c2ccccc2)c(OC)cc1NC(=O)CN1CCN(c2ccccn2)CC1
  -1.3	i	i
(62) COc1ccccc1-c1nnc2n1N=C(C)CS2
  -0.6	i	i
(63) COc1cc(S(=O)(=O)N(Cc2ccc(C)cc2)Cc2ccco2)ccc1-n1cnnn1
  -2.3	i	i
(64) O=C(c1cc([N+](=O)[O-])cc([N+](=O)[O-])c1)N1CCN(C(=O)c2ccco2)CC1
  -3.6	i	i
(65) O=C(c1ccncc1)c1ccc(N2CCN(C3CC(=O)N(Cc4cccs4)C3=O)CC2)cc1 (stereo not drawn)
  0.2	i	-5.6*
(66) CCSc1nccc(-c2nn(-c3ccc(C)cc3)ccc2=O)n1
  0.5	i	i
(67) Cc1ccccc1N=C1N=C(N)c2ccccc21
  nt	i	i
(68) Cc1cc(C)cc(NC(=O)CSc2nc(CSc3ccc(Cl)cc3)cc(=O)[nH]2)c1
  -0.9	i	i
(69) CC(C(=O)Nc1cccc(S(=O)(=O)N2CCOCC2)c1)N1CCN(C)CC1 (stereo not drawn)
  -1.1	i	i
(70) CCOc1ccc(N(CCCCO)C(=S)NC(=O)c2ccc(C)c(Br)c2)cc1
  -1.6	i	i
(71) OC(COc1ccccc1)CN1CCN(CC(O)COc2ccccc2)CC1 (stereo not drawn)
  -0.2	i	i
(72) CCCn1nnc(NC(=O)C(c2ccccc2)c2ccccc2)n1
  -3.6	i	i
(73) CCC(C)n1c(NC(=O)c2ccccc2)c(C#N)c2nc3ccccc3nc21 (stereo not drawn)
  -1.2	i	i
(74) Cc1ccc(S(=O)(=O)NNC(=O)c2cc(C)cs2)cc1
  -0.9	i	i
(75) CC(=O)Nc1ccc(NC(=O)C2CCCN(S(=O)(=O)c3ccc(Cl)cc3)C2)cc1 (stereo not drawn)
  -0.6	i	i
(76) CC(NC(=O)CSc1ncccn1)c1ccccc1 (stereo not drawn)
  -0.3	i	i
(77) CC(C)(C)OC(=O)N1CCC(Cc2cc(-c3cccnc3)no2)(C(=O)O)CC1
  0.3	i	i
(78) Cc1ccccc1/C=C1\OC(=O)c2ccccc21
  -2.0	i	i
(79) O=C(/C=C/c1ccccc1[N+](=O)[O-])NCCCn1ccnc1
  0.2	i	i
(80) O=C(CCCN1C(=O)/C(=C\c2ccco2)SC1=S)Nc1ccc2ccccc2c1
  0.9	i	i
(81) CC(C)C(=O)NC(c1ccc(Cl)cc1Cl)c1ccc2cccnc2c1O (stereo not drawn)
  0.2	i	i
(82) COc1ccccc1C(=O)N1C(CC(=O)Nc2cc(Cl)ccc2C)C(=O)NC2CCCCC21 (stereo not drawn)
  1.3	i	i
(83) C=CCn1c(=S)[nH]c2ccccc2c1=O
  -1.5	i	i
(84) COc1cc(C(=O)O[C@H]2C/C(C)=C/CC[C@@]3(C)O[C@@H]3[C@H](O)[C@@H]2C(C)C)cc(OC)c1OC
  0.5	i	i
(85) O=C(CCC(=O)NC1CCCCCCC1)Nc1nnc(C(F)(F)F)s1
  -0.9	i	i
(86) Cc1cc(NCc2ccncc2)ccc1Br
  -0.4	i	i
(87) COCCn1c(SCC(=O)Nc2cc(C)on2)nc2c(c1=O)SC(C)C2 (stereo not drawn)
  -0.4	i	i
(88) Cc1ccc(C(=O)N2c3ccc(F)cc3CCC2C)o1 (stereo not drawn)
  -1.6	i	i
(89) CCC(C(=O)NCc1ccc(F)cc1)N(Cc1ccco1)C(=O)c1snc(C(N)=O)c1N (stereo not drawn)
  0.1	i	i
(90) CC(C)OC(=O)CSc1nc2cc3c(cc2cc1C#N)OCO3
  -0.1	i	i
(91) Cc1ccc2c(c1)c(C1=NC(=S)NC1=O)c(O)n2C
  0.5	i	i
(92) CC1CCCCC1NC(=O)Cn1cccc1C(=O)c1ccccc1 (stereo not drawn)
  -1.1	i	i
(93) COc1ccc(CCNC(=O)CC2Oc3ccc(Cl)cc3NC2=O)cc1OC (stereo not drawn)
  -0.1	i	i
(94) CCc1nccn1Cc1cc(C=O)ccc1OC
  -0.1	i	i
(95) CCN(C(=O)COC(=O)c1cn(-c2ccccc2)nc1-c1ccccc1)C1CCS(=O)(=O)C1 (stereo not drawn)
  -1.4	i	i
(96) O=[N+]([O-])c1ccc(N2CCN(C(=S)Nc3ccc(F)cc3)CC2)cc1
  -0.3	i	i
(97) COc1ccc(C(=O)Nc2ccc(C(=O)NCCc3ccccc3)cc2)cc1
  -1.4	i	i
(98) CCN(C(=O)c1cn(C)c(=O)c2cc(OC)c(OC)cc12)c1cc(OC)ccc1OC
  -0.3	i	i
(99) CC(=O)c1cccc(CN2CCC(CO)(CCOc3ccccc3)CC2)c1
  -1.3	i	i
(100) CC(=O)C1=C(C)NC(C)=C(C(C)=O)C1c1cccs1
  -1.6	i	i

The list continues.
Below each SMILES: STK33 inh	CHT allo act	CHT block
(101) Cc1ccsc1/C=N/Nc1ncc(Cl)cc1Cl
  2.9	i	i
(102) CC(=O)Nc1c2c(nn1-c1ccc(C)cc1C)CS(=O)C2 (stereo not drawn)
  0.0	i	i
(103) O=C(CCCSc1nc2ccccc2[nH]1)NCc1ccccc1Cl
  -0.3	i	i
(104) COc1cc(/C=C/C(=O)OCC(=O)NCCN2C(=O)CSC2=O)ccc1OC(F)F
  nt	i	i
(105) CCCCOc1ccc(C(=O)NNC(=O)C2C3CCC(C3)C2C(=O)O)cc1 (stereo not drawn)
  0.0	i	i
(106) Cc1cccc(SC2CCN(Cc3nc(CC4CC4)no3)CC2)c1
  0.2	i	i

Some of the entries so far, with one line to a screen.
#29 CCn1c(C)nc2cc(C(=O)NNS(=O)(=O)c3ccc(C)cc3C)ccc21
#30 CCc1c(C)sc(NC(=O)CSc2nc3c(c(C(F)(F)F)n2)CCc2ccccc2-3)c1C#N
#31 CCOc1ccccc1C(=O)Nc1cc(OC)ccc1OC

screen / no.	29	30	31
STK33 inh	-3.0	-1.3	6.5
CHT allo act	i	i	i
CHT block	i	i	i
